Lipid droplet: hepatic lipid droplet formation modulation | AML12 mouse hepatocytes, oleate lipid droplets, BODIPY imaging | inhibition, % at 6.5 µM | AID 1656 | actives 0.4% (n = 240,000);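 active = lipid droplet intensity inhibited by at least 50%, with more than 500 cells counted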
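Material – mouse AML12 hepatocyte cell line, fixed after treatment · Compound dosing – one dose, 6.5 µM compound · Times – compound with oleate, overnight · Measured by – Image-based BODIPY and DAPI two-channel analysis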
Autophagy mod: autophagy modulation, high-content screen. actives 0.98% (n = 190,000). MEF GFP-LC3 puncta imaging; test concentration mostly 10 µM. calls only at 10 µM (by protocol);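 active = percentage of spot-positive cells more than 3 SD above its plate mean, without a fluorescence outlier flag or 80% toxicity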;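 also: spot-positive cell cutoff set from DMSO-treated cells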
WT yeast gro inh: growth inhibition of WT yeast, mitochondrial fusion screen; inhibition, % at 10 µM; actives 2.1% (n = 190,000); AID 1362; mitochondrial fusion phenotypic screen, WT strain; in the data active = inhibition above about 58%; tested in S. cerevisiae
Dynein transport: blocks dynein driven cargo transport along microtubules; 3617.4 mouse cells, GR-EGFP nuclear translocation imaging; test concentration mostly 20 µM; stimulated with dexamethasone, 1 µM; hits give low values; z-score, hits read low; actives 0.47% (n = 220,000);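 active = plate z-score of nuclear minus cytoplasmic receptor signal below a set negative limit, without overly bright fluorescence or cell loss, cut at about -3.5 in these data, passing the limit was not always enough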;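 also: z-score of nuclear minus cytoplasmic ring GR-EGFP intensity difference per well; some compounds called inactive have numbers as strong as hits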
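Also added: dexamethasone, 1.0 µM final. Medium: tet-free, stripped-serum medium. Detection: fixed, Hoechst-stained cells imaged at 10x for EGFP. Read-out: nuclear-to-cytoplasmic GR-EGFP distribution per well. Times: induction 48 h, compound 1 h, agonist 30 min.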
MT stabilize HCS: stabilizes microtubules in HeLa cells. HeLa tubulin immunostaining HCS, 24 h; share of cells brighter than vehicle mean+2SD. % tubulin-high responders, % at 10 µM. actives 0.83% (n = 200,000);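 active = plate Z-score above 3 for both tubulin-high and condensed-nucleus cell shares, with cell loss under 80%, at 10 µM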;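 also: anti alpha tubulin signal scored within the nucleus-defined area of each cell; some results filed as inactive read as strong as hits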
Insulin prom up: MIN6 insulin promoter up-regulation; MIN6 insulin promoter-GFP reporter, high-content imaging; hits give high values; z-score at 5 µM; actives 0.3% (n = 190,000); AID 1625;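 active = z-score above 3 at 5 µM with at least 500 cells counted in the well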
b-catenin transl: beta-catenin nuclear translocation modulation. HeLa beta-catenin nuclear translocation, immunofluorescence imaging. nuclear translocation activity, % at 5 µM. actives 0.3% (n = 190,000);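 active = nuclear translocation activity above 50% at 5 µM, with a well cell count of 50 or more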;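 also: per-cell ratio of nuclear to cytoplasmic median beta-catenin stain intensity; plate controls were DMSO negative control for no effect and GSK-3 inhibitor IX positive control for full effect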
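Technique: fluorescence imaging of beta-catenin antibody stain plus DAPI / Material: human HeLa cell line / Incubation: compound treatment 24 h, 37°C, 5% CO2 / Read-out basis: % activation of per-cell nuclear versus cytoplasmic median beta-catenin signal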
XIAP antagonists: XIAP antagonists, biochemical, IAP family, fluorescence polarization (AID 1018); XIAP BIR domain, fluorescence polarization peptide displacement; higher % means a stronger effect; displacement, % at 20 µM, or IC50 in µM where a hit was titrated; actives 0.007% (n = 200,000); in the data active = displacement above about 50%; also: a part of the inactive calls stands beside numbers as strong as those of hits
CSM14.1 death rescue: protection against thapsigargin-triggered cell killing – 384-well, CSM14.1, ATP luminescence, primary screen (AID 1222); 190,000 tested, under 10 active; CSM14.1 thapsigargin-induced death rescue, ATP luminescence; higher % means a stronger effect; cellular ATP content (survival), % at 20 µM, or EC50 in µM where a hit was titrated;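 active = EC50 below 50 µM in the dose-response confirmation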;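 also: death triggered by thapsigargin at about 15 µM added after 2 h compound pretreatment; cell ATP read after overnight thapsigargin exposure of roughly 18 to 22 hours; normalized against plate controls of thapsigargin alone and 5% DMSO vehicle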
WT yeast gro inh mutant strain: further read-out of WT yeast gro inh, marked with its call; inhibition, %; mitochondrial fusion phenotypic screen, mutant strain inhibition
Dynein transport cytoplasmic EGFP: second read-out of Dynein transport, no call of its own (marks repeat the call); z-score; measured here: cytoplasmic GR-EGFP intensity; hits give high values
Dynein transport nuclear GR-EGFP: second read-out of Dynein transport, no call of its own (marks repeat the call); z-score; measured here: nuclear GR-EGFP intensity;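 lower value marks the stronger effect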
Dynein transport cell count: recorded beside Dynein transport, whose call it bears; z-score; measured here: cell count per field
Insulin prom up cell count: recorded beside Insulin prom up, whose call it bears; cell count; measured here: cytotoxicity, nuclei count;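 total cells summed across four imaged fields per well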
Lipid droplet cells 6.5 µM: further read-out of Lipid droplet, marked with its call; cell count; measured here: cell count, cytotoxicity flag;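 cells counted across two imaged fields per well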
b-catenin transl cell count 5 µM: recorded beside b-catenin transl, whose call it bears; cell count; measured here: cell count, cytotoxicity flag
MT stabilize HCS Hoechst-high %: recorded beside MT stabilize HCS, whose call it bears; % Hoechst-high responders; measured here: nuclear condensation Hoechst responders;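 share of cells brighter than vehicle mean plus two SD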
MT stabilize HCS cytotoxicity %: further read-out of MT stabilize HCS, marked with its call; toxicity, %; measured here: cytotoxicity by cell density;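 0% = mean cell density of plate MIN control wells and 100% = no cells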
Autophagy mod cell loss 18 h: also measured in Autophagy mod; calls as there; toxicity, %; measured here: cell loss, nuclei count;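 cell loss after 18 h compound exposure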
* = called active by the depositor; i = inactive; x = not tested or not shown. No enrichment for hits. About 4% of those tested had a hit in this group.

mol,Lipid droplet,Lipid droplet cells 6.5 µM,Autophagy mod,Autophagy mod cell loss 18 h,WT yeast gro inh,WT yeast gro inh mutant strain,Dynein transport,Dynein transport cytoplasmic EGFP,Dynein transport nuclear GR-EGFP,Dynein transport cell count,MT stabilize HCS,MT stabilize HCS Hoechst-high %,MT stabilize HCS cytotoxicity %,Insulin prom up,Insulin prom up cell count,b-catenin transl,b-catenin transl cell count 5 µM,XIAP antagonists,CSM14.1 death rescue
CC(C)(C)C(=O)O/N=C(\N)c1ccc([N+](=O)[O-])s1,-9,685,x,x,x,x,0.57,-0.22,0.28,-0.96,x,x,x,-0.26,1263,-2.2,1137,x,x
C=CCNC(=S)NNC(=O)c1csc(C)c1CC,-8,767,i,30,13,-34,0.15,-0.28,0.47,0.47,1.8,0.9,5.5,-0.88,911,-5.8,1191,-7.8%,-1.0%
Cc1ccc(OCC(=O)NNC(=O)C2CCN(c3ncccn3)CC2)cc1,x,x,i,-2,6,11,-0.61,-0.05,-0.33,0.51,1.4,1.3,6.5,-0.1,1440,-1.0,1373,-0.5%,-0.7%
N#Cc1ccccc1Cn1c(=O)n(C2CCCC2)c(=O)c2ccccc21,8,770,i,2,11,-5,0.71,-0.31,0.2,-0.61,1.4,1.5,9.9,0.17,858,x,x,-15%,-0.3%
Cc1ccc(C)c(C(=O)NCc2ccncc2)c1,5,741,i,-10,-4,-4,-0.63,-0.25,-0.53,1.2,4.2,2.1,7.4,x,x,x,x,-7.8%,-2.3%
Cc1cc(NC(=O)c2noc3c2CCCC3)n(-c2ccccc2)n1,-11,754,i,-2,3,12,-1.2,-0.2,-0.29,1.1,2.9,2.6,3.9,-0.92,1332,-0.5,1037,-3.6%,-3.0%
O=C1OC(c2ccccc2)=N/C1=C\C=C\c1ccccc1[N+](=O)[O-],0,662,i,4,-10,8,-1.1,-0.13,-0.55,-0.33,2.5,1.4,4.3,0.32,1371,-0.7,1080,-9.7%,-2.0%
O=c1[nH]c2cc3c(cc2cc1CN(CCO)S(=O)(=O)c1ccccc1)OCCO3,0,745,x,x,x,x,-0.64,-0.27,0.083,1.3,x,x,x,-0.87,1135,-0.6,1278,x,x
S=c1[nH]nc(-c2cccs2)n1/N=C/c1c(Cl)cccc1Cl,0,694,i,-7,14,-5,1.3,-0.14,0.63,-1.6,2.1,2.6,0.3,0.01,1181,-2.0,1096,-2.5%,x
CCN(CC)S(=O)(=O)c1ccc(N2CCCC2)c(NC(=O)Cc2ccccc2)c1,-8,661,x,x,x,x,-0.039,-0.84,-0.23,-0.066,x,x,x,-0.11,973,-0.7,1300,x,x
CCOC(CNC(=O)c1cccc([N+](=O)[O-])c1)OCC,12,694,x,x,x,x,-0.66,-0.25,0.12,-0.16,x,x,x,0.48,1089,-1.3,1358,x,x
COc1cc(OC)cc(-c2n[nH]c(=S)n2-c2cc(OC)ccc2OC)c1,5,794,i,-7,-2,-18,0.28,-0.18,0.022,0.075,1.2,1.5,8.9,x,x,-2.3,1136,-5.8%,-4.2%
O=C(NCc1cccs1)C1CC(=O)N(c2ccc(Cl)cc2)C1 (stereo not drawn),1,637,i,12,-7,-17,-1.1,-0.26,-0.77,0.84,3.4,1.9,9.9,0.29,1416,0.6,1352,-6.7%,0.2%
C=CCOC(=O)C1=C[C@H](c2ccc(C(F)(F)F)cc2)[C@@H](CCCO)[C@H](OCC)O1,-16,625,i,-6,9,-10,-1.2,2.5,0.052,-3.6,4.5,2.0,9.1,-1.1,1492,-2.3,1152,-5.5%,11%
COc1ccc(Br)cc1CN(C)C(C)C(=O)Nc1cccc(C(C)=O)c1 (stereo not drawn),-15,732,i,14,24,9,0.9,-0.29,1.4,-1.2,2.3,1.6,5.1,-0.14,1263,0.8,1018,-8.8%,x
O=C(Nc1ccc(F)cc1)c1nsc(Cl)c1Cl,-2,749,i,1,1,7,0.13,-0.24,0.39,-0.12,3.9,2.3,4.4,0.48,1136,-3.1,1192,-1.7%,2.1%
N#C/C(=C/c1ccc(N2CCCCC2)cc1)c1cccc(F)c1,36,665,i,7,38,19,0.96,-0.022,0.62,-1.4,4.9,2.3,6.2,-0.54,1437,-2.7,1126,-6.1%,0.1%
COc1ccc(NC(=O)NN(C(=O)c2ccccc2)C(C)(C)C)cc1,14,672,i,10,-7,2,0.12,-0.28,0.44,1.1,1.9,2.5,4.7,0.39,1242,0.3,946,-7.3%,0.0%
COc1ccc(CNC(=O)c2ccc(-c3ccccc3)cc2)cc1,x,x,i,48,0,2,0.094,-0.22,-0.14,-0.61,3.0,1.9,3.3,0.61,1488,-1.4,945,-0.2%,-0.5%
Cc1ccccc1N(CC(=O)NCCSCc1ccco1)S(C)(=O)=O,x,x,i,0,8,0,-1.1,-0.24,-0.62,0.054,2.7,1.1,8.7,0.01,1104,-3.7,962,-0.3%,x
CCN(Cc1ccccc1)C(=O)c1cc(COc2c(F)cccc2F)on1,2,714,x,x,x,x,0.48,-0.21,0.25,-0.9,x,x,x,-0.54,1127,-0.5,1334,x,x
Nc1cc(S(=O)(=O)Nc2cc(Cl)ccc2Cl)ccc1N1CCOCC1,-9,652,x,x,x,x,1.5,-0.079,0.8,-2.5,x,x,x,0.27,980,-0.8,1382,x,x
COc1cc(NS(C)(=O)=O)c(OC)cc1NC(=O)c1ccccc1,5,721,i,5,-3,1,-0.33,-0.22,-0.092,-0.48,0.8,2.1,3.9,-1.2,1348,x,x,0.8%,-2.0%
COc1ccc(Cn2nnnc2C(c2ccncc2)N2CCOCC2)cc1 (stereo not drawn),9,687,i,7,6,-10,1.3,-0.18,0.86,-1.6,3.1,2.2,6.0,0.13,1163,x,x,-5.9%,-2.9%
Cc1sc2ncn(CC(=O)NCc3ccco3)c(=O)c2c1-c1ccccc1,-9,641,i,13,1,-1,-0.66,-0.23,-0.32,0.62,2.5,2.1,1.3,-0.4,1618,-4.9,1081,-5.2%,-0.9%
COc1cc(OC)cc(C(=O)NCC(=O)OCC(=O)C(C)(C)C)c1,6,671,i,-13,5,14,1.1,-0.26,0.73,-0.51,2.4,2.1,0.8,-0.39,1318,0.7,936,0.0%,-1.6%
CN1C(=O)/C(=C/c2ccco2)SC1=Nc1cccc(C(=O)O)c1,-10,676,i,-11,-13,-12,0.064,-0.23,0.3,-0.72,3.6,2.8,13,0.78,1626,-4.8,1188,0.8%,1.6%
Cc1nn(CCOc2ccccc2)c(=O)n1-c1cccc(F)c1,x,x,i,-4,-3,-12,-0.46,0.09,-0.48,0.64,0.7,1.9,4.7,-0.46,1614,-1.3,1390,-4.0%,0.9%
O=C(O)C=C1C2CC3CC(C2)CC1C3,x,x,i,22,8,7,2.7,-0.27,0.68,-0.52,4.6,1.8,1.7,-0.17,1270,-5.8,991,-6.6%,1.5%
O=C(Nc1ccccc1Oc1ccccc1)c1cc([N+](=O)[O-])ccc1Cl,-20,528,i,9,76*,19*,-0.28,-0.14,-0.2,-0.19,7.1,2.0,5.7,0.15,1458,0.5,1102,-0.4%,6.4%
COc1ccccc1N1C(=S)NC2CS(=O)(=O)CC21 (stereo not drawn),-3,707,x,x,x,x,0.59,-0.25,0.22,0.17,x,x,x,0.57,1466,-1.3,1126,x,x
Cc1ccccc1N1OC2C(=O)N(c3ccc(F)cc3)C(=O)C2C1c1ccccn1 (stereo not drawn),-2,679,i,0,3,22,0.57,-0.21,0.35,0.86,4.0,2.4,1.8,-0.43,1149,x,x,-4.6%,x
Cc1occc1C(=O)NCc1cccc(CNC(=O)c2ccoc2C)c1,-10,682,i,-4,-14,19,0.62,-0.13,0.75,-0.26,1.7,0.2,40,-0.66,1345,x,x,-3.3%,-2.2%
Cc1ccc(NC(=O)CSCC(=O)O)cc1,-8,700,i,1,-14,6,-0.87,-0.26,-0.56,1.7,1.7,1.6,3.3,0.06,1359,-1.6,1117,-3.9%,0.2%
COc1ccc(C2NC(=O)c3sc(=S)n(-c4ccccc4)c3N2)cc1 (stereo not drawn),2,764,i,-2,-5,-13,-0.063,-0.16,-0.091,0.45,3.2,2.4,1.5,0.04,952,-5.1,1260,-1.7%,2.4%
CN(CC(=O)Nc1ccccc1C(=O)N1CCCC1)S(=O)(=O)c1ccc(Br)cc1,-20,743,i,-5,-15,-16,-0.9,0.13,-0.15,0.44,1.4,1.8,7.9,0.92,1042,x,x,-3.6%,-1.1%
O=C(COc1cccnc1[N+](=O)[O-])NCCc1ccc(F)cc1,2,755,i,15,10,7,0.47,-0.14,0.95,-0.27,1.7,3.4,7.1,-0.89,1425,1.0,1477,-2.6%,-0.7%
CCCN(CCC)S(=O)(=O)c1ccc(C(=O)N2CCOCC2)cc1,0,776,i,-13,-38,-31,1.8,-0.19,0.47,-0.22,2.3,1.3,1.7,x,x,x,x,-0.6%,-0.6%

Compound activity as filed in PubChem.
